Dyrk1A ADPGlo: inhibitors of rat Dyrk1A kinase; inhibition, % at 12.5 µM; Q63470; 310,000 tested, 0.43% active; ADP-Glo luminescence, NFATc1 peptide; in the data active = inhibition above about 50%;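 also: plate controls were vehicle with enzyme for no effect and no enzyme for full effect; many of its hits are not listed in these tables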
GSK3 alpha inh: blocks human GSK-3 alpha kinase; P49840; ADP-Glo luminescence, 60 min; inhibition, % at 10 µM; 320,000 tested, 0.1% active;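 in the data active = inhibition above about 50%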;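 also: GST-tagged GSK-3 alpha with peptide substrate and 25 µM ATP; 0% = DMSO neutral wells and 100% = GW8510 positive control wells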
Target sequence (P49840 whole entry, looked up): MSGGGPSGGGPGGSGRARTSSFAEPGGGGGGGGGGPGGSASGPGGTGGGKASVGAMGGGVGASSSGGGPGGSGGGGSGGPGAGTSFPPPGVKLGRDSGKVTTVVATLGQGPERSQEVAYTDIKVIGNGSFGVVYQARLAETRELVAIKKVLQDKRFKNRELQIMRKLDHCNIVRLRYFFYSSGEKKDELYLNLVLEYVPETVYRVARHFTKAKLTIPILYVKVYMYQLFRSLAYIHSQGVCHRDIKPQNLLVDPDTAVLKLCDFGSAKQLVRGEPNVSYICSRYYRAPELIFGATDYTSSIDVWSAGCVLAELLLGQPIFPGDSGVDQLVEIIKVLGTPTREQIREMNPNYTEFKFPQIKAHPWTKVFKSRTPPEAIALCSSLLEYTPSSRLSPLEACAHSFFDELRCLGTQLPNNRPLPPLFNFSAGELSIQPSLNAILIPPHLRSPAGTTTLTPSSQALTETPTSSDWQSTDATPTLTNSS
An asterisk follows results filed as active. Not all compounds are listed. The share of hits here may be higher or lower than overall.

Sample of the layout:
SMILES | Dyrk1A ADPGlo | GSK3 alpha inh
O=C(Nc1cc(S(=O)(=O)N2CCCCCC2)ccc1OCC(F)(F)F)c1ccc(=O)[nH]c1 | 0.4 | -1.0
COc1ccc2c(=O)cc(CO)oc2c1 | 8.6 | 1.2
O=C1CN(C(=O)COC(=O)c2ccccc2Br)c2ccccc2N1 | 0.3 | 0.8
O=C(CCOc1ccccc1)NNC(=O)c1ccccc1 | 0.6 | -4.6

The whole of this part, previewed entries included:
SMILES | Dyrk1A ADPGlo | GSK3 alpha inh
O=C(Nc1cc(S(=O)(=O)N2CCCCCC2)ccc1OCC(F)(F)F)c1ccc(=O)[nH]c1 | 0.4 | -1.0
COc1ccc2c(=O)cc(CO)oc2c1 | 8.6 | 1.2
O=C1CN(C(=O)COC(=O)c2ccccc2Br)c2ccccc2N1 | 0.3 | 0.8
O=C(CCOc1ccccc1)NNC(=O)c1ccccc1 | 0.6 | -4.6
O=C(CCC(=O)c1ccc(F)cc1)OCc1nnc(-c2ccc([N+](=O)[O-])cc2)o1 | -0.7 | -1.8
CC(Sc1nnc(-c2ccncc2)n1C)C(=O)Nc1ccc(N2CCOCC2)cc1 (stereo not given) | 3.2 | 2.4
Cc1ccnc2nc(C(=O)OCC(=O)c3ccc(NC(=O)CC(C)C)cc3)nn12 | 4.3 | 4.2
CC(C)C[C@]1(c2ccccc2)ON(c2ccccc2C(F)(F)F)C1=O | 2.4 | 0.0
Cc1cc(F)ccc1S(=O)(=O)Nc1ccc(C(=O)N(C)Cc2ccco2)cc1 | 1.3 | -0.6
CC(C)=CCC[C@](C)(O[C@@H]1O[C@H](CO[C@@H]2OC[C@@H](O)[C@H](O)[C@H]2O)[C@@H](O)[C@H](O)[C@H]1O)C1CC[C@]2(C)C1[C@H](O)CC1[C@@]3(C)CC[C@H](O[C@@H]4O[C@H](CO)[C@@H](O)[C@H](O)[C@H]4O)C(C)(C)C3CC[C@]12C (stereo not given in full) | -1.2 | -2.9
COc1ccc(C(=O)N2CCN(c3ncccn3)CC2)cc1S(=O)(=O)N1CCOCC1 | 6.0 | -3.4
COc1ccc(Cl)cc1C1=CC(=O)C[C@H](c2ccc(F)cc2)C1 | -3.4 | -2.3
C/C=C/C1=CC(=O)C[C@H](c2ccc(OC)c(OC)c2)C1 | 11.1 | -0.3
Cc1ccc(S(=O)(=O)N2CCOCC2)cc1C(=O)OCC(=O)NCCc1ccc(F)cc1 | 0.5 | 0.2
Cc1cc(C)cc(NC(=O)C(OC(=O)c2ccc(O)cc2)c2ccccc2)c1 (stereo not given) | -6.4 | -2.9
CC(=O)C[C@H](O)CC(=O)[C@H]1OC(=O)[C@H](C)CCCCc2ccccc21 | 0.7 | -4.0
CCOc1ccc(S(=O)(=O)NC2=NCCCCC2)cc1 | -1.7 | -2.9
O=C1CCc2cc(S(=O)(=O)NC3CCCCC3)ccc2N1 | 2.7 | -0.2
Cc1cc(C)n(-c2ccc(C(=O)NCC(c3ccco3)N3CCCC3)cc2)n1 (stereo not given) | 6.7 | -1.8
Cc1ccc(CNC(=O)COC(=O)c2cc(=O)[nH]c3ccccc23)cc1 | -1.6 | -1.5
O=C(COC(=O)COc1ccccc1)NCCC1=CCCCC1 | 4.9 | -2.7
COc1ccccc1N1CCN(C(=O)C2Cc3ccccc3CN2C(=O)c2ccco2)CC1 (stereo not given) | 6.6 | 1.4
CN1CCN(C2CCN(Cc3ccc(O)c4ncccc34)CC2)CC1 | -1.7 | -5.6
COc1cc2c(-c3ccc4[nH]ccc4c3)c(-c3ccc(C#N)cc3)oc(=O)c2cc1OC | 6.7 | 12.8
COc1cccc(NC(=O)CN(C)C(=O)c2c(C)nn(CC(C)C)c2Cl)c1 | -0.5 | -1.4
New compounds follow
SMILES | Dyrk1A ADPGlo | GSK3 alpha inh
O=C(CN1C(=O)NC2(CCCC2)C1=O)NCc1cccc(Cl)c1 | -5.6 | -0.1
Cc1cccc(OCCCC(=O)NNC(=O)c2ccccn2)c1 | 0.9 | 0.9
COc1cccc(NC(=O)CN(C)C(=O)Cc2ccc3c(c2)CCC3)c1 | -2.4 | -0.2
CN(C)CCOc1ccc(-c2c(-c3ccsc3)sc3ccccc23)cc1 | 17.8 | 2.6
O=C(NCC(=O)N1CCN(c2ccc(C(F)(F)F)cn2)CC1)c1ccc(Br)o1 | -2.7 | 0.6
O=C(Nc1ccc(Cl)c(Cl)c1)C1CCCCC1 | -30.0 | -0.9
COc1cc(NC(=O)COc2ccc(-n3cnnn3)cc2)cc(OC)c1OC | 4.3 | -2.4
Cc1c(NS(=O)(=O)c2cccc(C(=O)N3CCCC3)c2)c(=O)n(-c2ccccc2)n1C | 1.1 | -0.8
CSc1ccccc1NC(=O)CN(C)CC(=O)c1[nH]c(C)c(C(C)=O)c1C | 2.8 | 0.2
COc1ccccc1C(=O)NC(=O)COC(=O)Cc1ccc(F)cc1 | 4.3 | 7.9
CCC(C)(C)C1CCc2[nH]nc(C(=O)NCc3ccccn3)c2C1 (stereo not given) | 21.6 | 1.0
CCOC(=O)[C@H]1[C@H]2COc3ccc(OC)cc3[C@@H]2N2C(=O)CN(Cc3ccc(OC)cc3)C(=O)[C@@]12C | -7.7 | -3.1
Cc1cc(NC(=O)CSc2nnc(-c3ccco3)n2C)no1 | -0.6 | 1.5
NC(=O)c1ccccc1NS(=O)(=O)c1ccc(S(=O)(=O)N2CCCC2)cc1 | -4.1 | 3.0
COc1cc(CCC(=O)OCC(=O)N2CC(=O)Nc3ccccc32)cc(OC)c1OC | -3.5 | 0.9
CN(c1ccc(OCCOc2ccccc2Cl)cc1)S(=O)(=O)c1ccccc1 | 4.9 | -2.9
Nc1ncnc2c1ncn2[C@@H]1O[C@H](CNCc2ccccc2OCC(=O)N2CCCCC2)[C@@H](O)[C@H]1O | -1.9 | 0.4
CCN(CC)S(=O)(=O)c1ccc(Cl)c(NC(=O)COC(=O)c2nc3nc(C)cc(C)n3n2)c1 | -5.9 | -2.0
O=c1oc([C@@H](O)c2ccccc2)cc2ccccc12 | 16.1 | -0.6
COCCn1c(C)cc(C(=O)COc2ccc(N(C)S(=O)(=O)c3ccc(C)cc3)cc2)c1C | 2.9 | -3.0
CCn1c(C)cc(C(=O)CN2C(=O)c3ccccc3S2(=O)=O)c1C | -1.3 | -2.4
C[C@H]1COC(=O)[C@@H](Cc2ccc(F)cc2)C/C=C\C[C@@H](CC(=O)NCCO)C(=O)N1 | 2.0 | 2.1
CS(=O)(=O)c1ccc(-c2sc3cc4c(cc3c2C(=O)NN2CCOCC2)OCO4)cc1 | 5.9 | -0.6
C[C@@H]1CN([C@H](C)CO)C(=O)c2cc(NC(=O)C3CCCCC3)ccc2O[C@@H]1CN(C)Cc1ccc(C(F)(F)F)cc1 | 9.1 | -0.6
O=C(/C=C/c1ccc([N+](=O)[O-])cc1)Nc1cccc(S(=O)(=O)NC2=NCCCCC2)c1 | 2.5 | -2.5
The list continues:
SMILES | Dyrk1A ADPGlo | GSK3 alpha inh
COc1ccc([C@H]2CC(=O)C=C(c3cccc4c3sc3ccccc34)C2)cc1OC | -1.8 | 0.3
COc1ccc([C@H]2Cc3cccc(O)c3C(=O)O2)cc1O | 10.6 | -0.9
COc1ccc(S(=O)(=O)N2CCCCCC2)cc1C(=O)N(C)CC(=O)Nc1ccccc1C(F)(F)F | -4.3 | -0.5
Cc1noc(C)c1NC(=O)N(C)C[C@H]1Oc2c(NC(=O)C3CC3)cccc2C(=O)N([C@H](C)CO)C[C@@H]1C | -7.2 | -0.5
O=C(Nc1ccc(S(=O)(=O)Nc2nccs2)cc1)c1ccccc1OC(F)F | 1.9 | 0.3
CN(CC(=O)Nc1ccccc1Cl)C(=O)COC(=O)c1cccs1 | -1.2 | -0.4
O=C1c2ccccc2NC(c2ccc(-c3ccc(C(F)(F)F)cc3)o2)N1O (stereo not given) | -3.7 | -4.0
C[C@@H]1C(=O)O[C@H](C)[C@H]1C[C@@H](O)[C@](C)(O)C1CC[C@@]2(O)C3=CC(=O)[C@@H]4C[C@@H](O)[C@@H](O)C[C@]4(C)C3CC[C@]12C (stereo not given in full) | -0.3 | -4.8
COc1cc(F)c(C2=CC(=O)CC(C)(C)C2)cc1F | 0.5 | -3.5
CC1CCCC(C)N1C(=O)COC(=O)COc1ccccc1C#N (stereo not given) | -8.8 | -2.9
COc1ccc(/C=C2\Oc3ccccc3C2=O)cc1 | 5.8 | 5.4
NC(=O)c1ccc(NC(=O)COC(=O)c2n[nH]c3ccccc23)cc1 | 4.8 | 0.0
CN(c1ccccc1)S(=O)(=O)c1ccc(Cl)c(C(=O)NCC(c2ccco2)N2CCCC2)c1 (stereo not given) | -1.9 | -1.9
CCC[C@H]1CCCC/C=C\CCCC(=O)OCCN1C(=O)OC(C)(C)C | 5.0 | -2.0
CC(C)CN(C(=O)CSc1nc2ccccc2o1)c1c(N)n(Cc2ccccc2)c(=O)[nH]c1=O | -4.2 | -11.0
c1ccc(C[C@H]2CN=C(Nc3ccccc3)N2CC2CCC2)cc1 | 9.3 | 2.7
Cc1ccc(Cl)cc1N1CCN(C(=O)CNC(=O)c2ccc(Br)o2)CC1 | -1.3 | -1.7
C[C@H](CO)N1C[C@H](C)[C@@H](CN(C)S(=O)(=O)c2ccc(F)cc2)Oc2ccc(NS(=O)(=O)c3ccc(F)cc3)cc2C1=O | -4.8 | 1.2
CCN(C(=O)COC(=O)c1oc2ccccc2c1C)c1c(N)n(Cc2ccccc2)c(=O)[nH]c1=O | 1.8 | -7.2
CC(=O)Nc1ccc(S(=O)(=O)Nc2cc(Cl)ccc2N2CCOCC2)cc1 | 3.1 | 0.7
COCc1ccc(-c2c(-c3ccc(OC)cc3)oc(=O)c3cc(OC)c(OC)cc23)cc1 | 5.8 | -4.4
Cc1ccc(C(=O)COC(=O)c2ccc(Cl)c(N)c2)s1 | -0.6 | -1.6
CCOC(=O)C1CCN(C(=O)COC(=O)/C=C/c2ccc([N+](=O)[O-])cc2)CC1 | 0.8 | 1.4
CCCCOc1ccc(C(=O)NCC(=O)NCCOc2ccc(C)cc2)cc1 | 6.3 | -31.8
Cc1ccccc1[C@@H](NC(=O)OC(C)(C)C)C(=O)OC(C)(C)C | 1.5 | 0.3
(listing goes on)
SMILES | Dyrk1A ADPGlo | GSK3 alpha inh
Cc1cc(NC(=O)c2ccco2)sc1C | -1.1 | 0.1
CCOC(=O)[C@H]1[C@H]2COc3ccc(C)cc3[C@@H]2N2C(=O)CN(Cc3ccc(OC)cc3)C(=O)[C@@]12C | 1.6 | -3.6
CN(c1ccc(C(=O)COC(=O)C2CC2)cc1)S(C)(=O)=O | -0.6 | -0.9
Cc1ccc(NC(=O)CN2C(=O)N/C(=C\c3ccco3)C2=O)cc1 | -4.9 | -2.2
CC(C(=O)Nc1nnc(C2CC2)s1)N1C(=O)C2CC=CCC2C1=O (stereo not given) | -2.7 | 7.1
C[C@H](CO)N1C[C@H](C)[C@@H](CN(C)S(C)(=O)=O)Oc2ccc(NC(=O)CCC(F)(F)F)cc2C1=O | 3.4 | 1.6
CCOc1ccc(OCCCC(=O)N(C)CC(=O)Nc2ccccc2Br)cc1 | -1.9 | 4.8
Cc1cc(C)n2nc(C(=O)OCC(=O)N(CC(C)C)C3CCS(=O)(=O)C3)nc2n1 (stereo not given) | 2.5 | -3.9
O=C(OCCOc1cccc(Cl)c1)c1ccc(F)c(S(=O)(=O)N2CCOCC2)c1 | -8.4 | -2.8
C[C@H](CO)N1C[C@H](C)[C@@H](CN(C)S(=O)(=O)c2ccccc2)Oc2ccc(NS(=O)(=O)c3cn(C)cn3)cc2C1=O | -0.6 | -2.6
CN(c1ccccc1)S(=O)(=O)c1cccc(NC(=O)CCNC(=O)c2ccc(Cl)cc2)c1 | 1.7 | -1.2
Cc1c(Cl)cccc1NC(=O)CNC(=O)C1CCN(C(=O)Nc2ccccc2)CC1 | 3.5 | -1.6
Cc1c(C2(O)CCCCC2)[nH]c2ccc(C(F)(F)F)cc12 | -1.6 | -1.9
CCN(C(=O)COC(=O)/C=C/c1ccco1)c1c(N)n(Cc2ccccc2)c(=O)[nH]c1=O | 7.9 | -0.2
Cc1ccc(NC(=O)CNNC(=O)c2cccc([N+](=O)[O-])c2)cc1[N+](=O)[O-] | 5.8 | -2.5
N#Cc1c(-c2ccccc2)cc(-c2ccc3c(c2)OCO3)[nH]c1=O | -4.0 | -2.7
Cc1ccc(OC(C)C(=O)OCC(=O)Nc2sccc2C(N)=O)cc1 (stereo not given) | 6.9 | 1.8
N#Cc1cccc(S(=O)(=O)NNC(=O)C23CC4CC(CC(C4)C2)C3)c1 | -1.8 | 0.4
COc1ccc(CN2CC(=O)N3[C@H]4c5ccccc5OC[C@@H]4[C@H](c4ccccc4)[C@]3(C)C2=O)cc1 | -5.6 | -2.5
O=C(O)CC(NS(=O)(=O)c1ccc2c(c1)OCCO2)c1ccccc1[N+](=O)[O-] (stereo not given) | 0.5 | 20.1
Cc1ccc(S(=O)(=O)NN=Cc2ccc(N3CCOCC3)cc2)cc1[N+](=O)[O-] | -2.9 | -2.1
CC(C)n1nc(C(=O)Nc2cccc(S(=O)(=O)N3CCOCC3)c2)c2ccccc2c1=O | 5.9 | 5.8
CN(C(=O)CSc1nc2ccccc2c(=O)n1-c1ccccc1F)C1CCS(=O)(=O)C1 (stereo not given) | 0.0 | 1.2

Some values from the results shown.
Result of CCOC(=O)[C@H]1[C@H]2COc3ccc(C)cc3[C@@H]2N2C(=O)CN(Cc3ccc(OC)cc3)C(=O)[C@@]12C under Dyrk1A ADPGlo: 1.6
Result of O=C(O)CC(NS(=O)(=O)c1ccc2c(c1)OCCO2)c1ccccc1[N+](=O)[O-] (stereo not given) under Dyrk1A ADPGlo: 0.5

Some of the entries above in a different format:
Dyrk1A ADPGlo,GSK3 alpha inh,Molecule
5.8,-2.5,Cc1ccc(NC(=O)CNNC(=O)c2cccc([N+](=O)[O-])c2)cc1[N+](=O)[O-]
-1.9,4.8,CCOc1ccc(OCCCC(=O)N(C)CC(=O)Nc2ccccc2Br)cc1
1.7,-1.2,CN(c1ccccc1)S(=O)(=O)c1cccc(NC(=O)CCNC(=O)c2ccc(Cl)cc2)c1
-1.8,0.4,N#Cc1cccc(S(=O)(=O)NNC(=O)C23CC4CC(CC(C4)C2)C3)c1
-5.6,-2.5,COc1ccc(CN2CC(=O)N3[C@H]4c5ccccc5OC[C@@H]4[C@H](c4ccccc4)[C@]3(C)C2=O)cc1
